AMA1 RON2 block – AMA1-RON2 (P. falciparum) interaction inhibition; AlphaScreen AMA1-biotinylated RON2 peptide binding; Potency, µM (doses to about 58.2 µM), for inactives: top-dose activity change, negative = inhibition, usual class: inhibitors; 360,000 compounds, 0.2% hits;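 further: potency means the concentration at half of the fitted maximal effect; 0% = vehicle wells and -100% = peptide control; nearly all actives have a fitted effect of over 45% in size; some results filed as inactive show a strong effect at the top dose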
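AMA1 (3D7) with his tag at 25 nM final met compounds first, then biotinylated RON2 peptide at 25 nM; detection used donor plus acceptor beads, 10 µg/mL apiece, read by AlphaScreen after 30 min at room temperature.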
HCV inh – blocks hepatitis C virus. Huh7.5.1 HCVcc-Cre infection, luciferase reporter, 44 h. Potency, µM (doses to about 41.8 µM), without a hit: at the highest dose activity change, negative = inhibition, usual class: inhibitors. 340,000 compounds, 3.4% hits. AID 651820; further: potency means the concentration at half of the fitted maximal effect
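A cell-based infection assay in which seeded cells (1,000 per well) receive test compound after 4 h, are inoculated with HCVcc-Cre at approximately 0.5 moi, and are incubated 44 h before luminescence detection.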
HCMV antiviral – inhibitors of human cytomegalovirus; HFF cells, HCMV-luciferase reporter, 72 h; hits give low values; activity change, negative = inhibition, % at 57.5 µM; 410,000 compounds, 4.5% hits; AID 1259415; in the data active means activity change below about -60%; inconclusive means no clear call, values can overlap the other calls; inactive means above about -39%
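Human foreskin fibroblasts infected with luciferase-reporter HCMV at MOI 1 PFU/cell, compounds at two doses. Luciferase measured 72 h post infection; normalized to buffer-only basal and Salinomycin (10uM) controls.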
AmpC detergent – inhibitors of E. coli AmpC beta-lactamase with detergent. AID 485294. P00811. 370,000 compounds, 0.041% hits. Potency, µM (doses to about 114 µM), for the others: at the top dose activity change, negative = inhibition, actives largely listed as inhibitors. AmpC hydrolysis of nitrocefin, absorbance 480 nm, 0.01% Triton;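 further: potency means the concentration at half of the fitted maximal effect; 0% = no-compound wells and -100% = no-enzyme wells; nearly all actives have a fitted effect of over 25% in size; some results filed as inactive show a strong effect at the top dose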
Target sequence (P00811 whole entry, looked up): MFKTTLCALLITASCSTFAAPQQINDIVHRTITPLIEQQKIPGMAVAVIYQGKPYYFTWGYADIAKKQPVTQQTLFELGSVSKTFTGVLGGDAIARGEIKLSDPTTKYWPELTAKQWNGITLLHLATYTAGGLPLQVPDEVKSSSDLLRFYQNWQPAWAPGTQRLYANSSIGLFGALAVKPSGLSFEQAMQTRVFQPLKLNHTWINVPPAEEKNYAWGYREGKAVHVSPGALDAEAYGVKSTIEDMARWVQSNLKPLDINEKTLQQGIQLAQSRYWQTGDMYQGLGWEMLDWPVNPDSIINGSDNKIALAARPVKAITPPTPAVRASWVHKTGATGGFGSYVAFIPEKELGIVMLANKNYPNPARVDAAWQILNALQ
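20 mM phosphate pH 7.0 + 0.01% (detergent screen) or 0.0001% Triton X-100; 5.3 nM AmpC reagent; cpd preinc 15 min RT; nitrocefin (800 uM stock) to start; A480 q20 s × 4 min; Activity was normalised to no-enzyme and no-compound control wells.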
Sm TGR block – S. mansoni TGR enzyme inhibition | AID 485364 | Q962Y6 | Potency, µM (doses to about 114 µM), for inactives: at the highest dose activity change, negative = inhibition, usual class: inhibitors | purified TGR, DTNB reduction, TNB absorbance 405 nm | 360,000 compounds, 3% hits; further: potency means the concentration at half of the fitted maximal effect; nearly all actives have a fitted effect of over 60% in size
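TGR 20 nM + NADPH 100 uM (dispensed conc.), cpd preinc 15 min RT; start with NADPH (500 uM addition) then DTNB (15 mM addition). Kinetic TNB absorbance, 405 nm filter. Four-parameter Hill fit across titration.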
Giardia FBPA inh – blocks Giardia fructose-bisphosphate aldolase activity | purified Giardia FBPA | Potency, µM (highest dose often 59.6 µM), without a hit: at the highest dose activity, negative = inhibition, hits mostly inhibitors | 290,000 compounds, 0.71% hits; further: potency means the concentration at half of the fitted maximal effect; nearly all actives have a fitted effect of over 55% in size
Target sequence (A8B2U2 whole entry, looked up): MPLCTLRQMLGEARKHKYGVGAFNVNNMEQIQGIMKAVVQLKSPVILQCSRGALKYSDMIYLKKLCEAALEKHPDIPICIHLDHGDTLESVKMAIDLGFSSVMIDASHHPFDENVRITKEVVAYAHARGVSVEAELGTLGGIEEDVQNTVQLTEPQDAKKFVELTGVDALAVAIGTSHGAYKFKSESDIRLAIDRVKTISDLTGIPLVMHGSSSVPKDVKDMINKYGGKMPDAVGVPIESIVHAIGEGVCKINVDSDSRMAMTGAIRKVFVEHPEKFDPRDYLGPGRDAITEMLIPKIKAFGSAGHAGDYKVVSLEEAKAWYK
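Giardia FBPA (40 nM reagent) was preincubated 10 min at RT with compound (up to 57.5 uM final), then substrate plus GAPDH/TPI/NAD/arsenate coupling system with diaphorase/resazurin was added; resorufin fluorescence (525/598 nm) was read after 20 min.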
* = called active by the depositor; u = inconclusive; x = no result given; & = joins results of further samples; [ ] = dose if it differs, or a comment. Unless noted, the call rests on the fitted dose curve; in most records, active means well fitted curve in the direction sought with a large enough effect; inconclusive means small, poorly fitted or top-dose-only effect, or another doubt; inactive means no such curve, though single readings can be large; an effect the other way counts as inactive or inconclusive. Unless noted, on the % scale 0 is the no-effect control and ±100 the full control effect.

Screens in order: Giardia FBPA inh	AmpC detergent	AMA1 RON2 block	Sm TGR block	HCMV antiviral	HCV inh
> CCOCCCNS(=O)(=O)c1ccc(Br)cc1
 : 2%	-4%	6%	10%	26	9%
> COc1cc(CNCCc2ccccc2)ccc1OCc1ccc(Cl)nc1
 : 2%	u	-8%	-7%	-29	u
> O=S(=O)(NCC1CCCO1)c1ccc(NS(=O)(=O)c2ccc(F)cc2)cc1 (centres undefined)
 : 10%	4%	2%	9%	4	-16%
> O=C1c2ccccc2C(=O)N1CCCCN(C(=O)c1cc2ccccc2oc1=O)c1ccc(F)cc1F
 : 7%	5%	-15%	0%	-21	-5%
> CC1NC(=O)NC1CCCCCC(=O)NCCc1ccccc1 (centres undefined)
 : -6%	-13%	1.5µM*	32µM*	22	-1%
> O=C(CSc1nc2ccccc2n1Cc1cccc(F)c1)N1CCN(c2ccc(F)cc2)CC1
 : x	-4%	x	0%	-2	x
> O=C(Nc1cccc([N+](=O)[O-])c1)c1ccn[nH]1
 : -6%	u	23%	0%	-18	3%
> COc1ccc(/C=C/C(=O)NC(=S)NN2CCCCC2c2cccnc2)cc1 (centres undefined)
 : -12%	-11%	46%[activator]	-4%	x	u
> COc1cc2c(cc1OC)CC1(CCCCC1)N=C2
 : 2%	-3%	-15%	2%	22	2%
> Cc1ccc2nc(SCC(=O)Nc3ccc4c(c3)OCO4)nc(=O)n2c1
 : x	-11%	5%	-3%	-36	0%

The final 3 compounds of the section before come first, to join the parts.
Screens in order: Giardia FBPA inh	AmpC detergent	AMA1 RON2 block	Sm TGR block	HCMV antiviral	HCV inh
> COc1ccc(/C=C/C(=O)NC(=S)NN2CCCCC2c2cccnc2)cc1 (centres undefined)
 : -12%	-11%	46%[activator]	-4%	x	u
> COc1cc2c(cc1OC)CC1(CCCCC1)N=C2
 : 2%	-3%	-15%	2%	22	2%
> Cc1ccc2nc(SCC(=O)Nc3ccc4c(c3)OCO4)nc(=O)n2c1
 : x	-11%	5%	-3%	-36	0%
> Cc1ccc2sc(N(CCCN(C)C)C(=O)c3ccc(S(=O)(=O)N(C)C4CCCCC4)cc3)nc2c1C
 : x	-1%	u	10%	-35	u
> Cn1c2c(c(=O)n(C)c1=O)C(c1ccc(Br)cc1)Nc1ccccc1O2 (centres undefined)
 : -1%	-16%	4%	-3%[11.4 µM]	2	-26%
> COc1ccccc1NC(=O)C1=C(C)Nc2nnnn2C1c1cc(Br)ccc1OC (centres undefined)
 : 2%	5%	5%	0%	-25	5%
> CCCCn1c(N)c(N(CCOC)C(=O)c2ccc3c(c2)C(=O)N(c2cc(C)ccc2C)C3=O)c(=O)[nH]c1=O
 : x	-13%	-7%	-20%	-13	2%
> O=C(NCCc1ccc(Cl)cc1)C1CCC(CNc2c(N3CCCCC3)c(=O)c2=O)CC1 (centres undefined)
 : 4%	-1%	-4%	0%	u	-15%[8.37 µM]
> O=S(=O)(c1ccc(Cl)cc1)N1CCN(C(=S)Nc2ccccc2F)CC1
 : 1%	-14%	3%	-5%	-22	3%
> COc1ccc2c(c1)C(=O)CCC2c1ccccc1 (centres undefined)
 : 2%	-14%	35%[activator]	7%	24	-3%
> Cc1ccn(C(=O)c2cc3ccccc3oc2=O)n1
 : 6%	-13%	x	2%	x	x
> CCc1ccc(C2=NN(CCC(=O)NC3CCCCCC3)C(=O)CC2)cc1
 : x	0%	-3%	2%	-7	11%
> COc1ccc(C)cc1NC(=O)c1nnn(Cc2cccc(Br)c2)c1N
 : x	u	x	7%	-35	x
> CC1CC2=C(NC(=S)NC2c2ccc(F)cc2)/C(=C/c2ccc(F)cc2)C1 (centres undefined)
 : -3%	-4%	34%[activator]	u	10	u
> Cc1ccc(C)c2[nH]c(=O)c(CCNC(=O)C(C)(C)C)cc12
 : 0%	-4%	-4%	0%	56	-1%
> CC(OC(=O)c1ccc2c(c1)OCO2)C(=O)NC1CCCCC1C (centres undefined)
 : x	0%	2%	-2%	u	u
> O=C(c1ccccc1)c1ccccc1C(=O)N1CCN(Cc2ccccc2F)CC1
 : x	-4%	-4%	-9%	-15	u
> NNC(=O)c1cc2ccccc2cc1O
 : -18%	-7%	35%[activator]	0%	-74*	36%[activator]
> O=C(Nc1ccc(S(=O)(=O)N2CCCCCC2)cc1)C1CCCO1 (centres undefined)
 : 9%	u	-7%	-32%	-10	12%
> COc1ccc(C(=O)N2CCCCCCC2)cc1OC1CCN(C(C)C)CC1
 : 8%	3%	0%	-24%	8	3%
> CC(C)C(=O)Nc1c(-c2cccs2)c(=O)c2ccccc2n1C
 : 1%	u	2%	4%	32	-1%
> COc1ccc(-c2csc(NC(C)c3nc4cc(Cl)c(Cl)cc4n3CCCO)n2)cc1 (centres undefined)
 : x	x	29%	x	-15	8.9µM*
> CCO[C@H]1OC(C(=O)O)=C[C@@H](c2ccc(C(F)(F)F)cc2)[C@@H]1CCCO
 : -4%	5%	7%	4%	29	33%[activator]
> CCOc1ccccc1NC1=C(OC)C(=O)C(Nc2ccccc2OCC)=C(OC)C1=O
 : x	x	u	x	-15	u
> CCCCC1(CN2CCCC2=O)C(=O)NC(=O)NC1=O
 : -3%	-14%	2%	1%	-4	4%
> O=C1CC(N2CCN(Cc3ccccc3)CC2)C(=O)N1c1ccccc1 (centres undefined)
 : 5%	u	-1%	u	123	9%
> O=C(Cn1c(=O)oc2ccccc21)Nc1ccc2c(c1)OCCO2
 : -6%	-8%	39%	-1%	37	12%
> O=C(CCCC(=O)OCC(Cl)=C(Cl)Cl)Nc1ccccc1F
 : 5%	1%	u	-30%	-16	37%[activator]
> COc1cccc(C(=O)C2CCCN(Cc3ccc4nsnc4c3)C2)c1 (centres undefined)
 : -1%	-2%	2%	12%	-6	1%
> CC1(C)C(C=C(Cl)Cl)C1C(=O)Nc1ccc(S(=O)(=O)Nc2ncccn2)cc1 (centres undefined)
 : 0%	-12%	6%	-1%	-1	17%
> Cc1noc(C)c1CSCC(=O)Nc1nc2ccc(Oc3ccccc3)cc2s1
 : 0%	u	-6%	-25%	60	-8%
> Cc1nn(Cc2c(Cl)cccc2Cl)c(C)c1NC(=O)c1sc2ccccc2c1Cl
 : -7%	-2%	-14%	0%	-85*	u
> CC(C)C[C@H]1CNC(=O)C(=O)N1CC1CCN(CCC(C)(C)C)CC1
 : x	x	-8%	x	-12	u

No new results follow: entries from further up.
Screens in order: Giardia FBPA inh	AmpC detergent	AMA1 RON2 block	Sm TGR block	HCMV antiviral	HCV inh
> CCOc1ccccc1NC1=C(OC)C(=O)C(Nc2ccccc2OCC)=C(OC)C1=O
 : x	x	u	x	-15	u
> CCCCC1(CN2CCCC2=O)C(=O)NC(=O)NC1=O
 : -3%	-14%	2%	1%	-4	4%

(further entries)
Screens in order: Giardia FBPA inh	AmpC detergent	AMA1 RON2 block	Sm TGR block	HCMV antiviral	HCV inh
> COCC(=O)n1cc(C(=O)OC)c2ccccc21
 : 1%	3%	27%	-19%	32	u
> COc1ccc(S(=O)(=O)CCC(=O)N2CC(=O)N(CCc3ccccc3)C(=O)C2)cc1
 : 0%	-1%	8%	-36%	2	7%
> Cc1ccc2nc(-c3ccccc3)cc(C(=O)N3CCc4ccccc4C3)c2c1
 : x	-4%	-17%	10%	-1	u
> Cc1ccccc1NC(=S)Nc1ccccn1
 : -29%	-1%	11%	u	-19	-20%
> COc1c(C)cc(C(=O)C2CCCN(C(=O)c3cccc(-n4cccn4)c3)C2)cc1C (centres undefined)
 : -5%	-5%	-15%	6%	3	u
> CCc1ccccc1N(CC(=O)N1CCc2ccccc2C1)S(C)(=O)=O
 : 8%	2%	-7%	6%	49	3%
> C=CCNC(=O)C12CC3CC(C1)CC(C(=O)NCC=C)(C3)C2
 : 5%	-14%	-22%	4%	4	12%
> COc1ccc(CCCc2n[nH]c(=S)o2)cc1
 : -13%	3%	-1%	0%	5	-2%
> COc1ccc(-c2[nH]nc3c2C(c2ccccc2OC(=O)N2CCOCC2)C(C#N)=C(N)O3)cc1 (centres undefined)
 : u	u	-9%	-26%	-33	11%&2%
> CCOC(=O)c1ccc(NC(=O)c2oc3ccc4c(c3c2C)C(=O)CC(C)(CC)O4)cc1 (centres undefined)
 : x	-10%	x	-5%	7	x
> COc1ccc(C(=O)Nc2cccc(-c3nnc(-c4ccco4)o3)c2)cc1
 : 1%	2%	1%	-8%	-17	13µM*
> CCOc1cc(C)c(Cl)cc1S(=O)(=O)NCc1ccc2c(c1)OCO2
 : -5%	u	8%	-27%	u	-17%
> O=C(C=Cc1ccc2c(c1)OCO2)OCC=Cc1ccc2c(c1)OCO2
 : x	x	12%	x	-21	5%
> COc1cccc(CNC(=O)c2cc(S(=O)(=O)N3CCCCC3)cn2C)c1
 : x	17%	x	6%	-2	x
> Cc1ccccc1NC(=O)CSc1ccncc1
 : -5%	8%	6%	-2%	0	-5%
> CCOC(=O)C1CCN(C(=O)CN(c2ccc3c(c2)OCO3)S(C)(=O)=O)CC1
 : 1%	-1%	-8%	0%	-24	15%
> CCCCCCSc1ccc([C@H]2N[C@@](C)(C(=O)OC)[C@H]3C(=O)N(C)C(=O)[C@@H]23)cc1
 : x	-7%	-7%	-17%	9	u
> COCCNC(=O)c1ccc(C2SCC(=O)N2Cc2ccco2)cc1 (centres undefined)
 : -5%	-2%	15%	22µM*	0	-3%
> CC(=O)c1ccc(NC(=O)CC2Oc3ccc(C)cc3NC2=O)cc1 (centres undefined)
 : x	23%	x	1%	-3	x
> CCCNC(=O)c1nc(C)n(-c2ccc([N+](=O)[O-])cc2)n1
 : -2%	-7%	12%	-2%	12	7%
> Cn1c(=O)n(C)c2cc(S(=O)(=O)O)ccc21
 : -1%	-2%	4%	9%	26	23%
> COc1cc2c(cc1NC(=O)COC(=O)[C@@H](NS(=O)(=O)c1cccc(Cl)c1)C(C)C)oc1ccccc12
 : 0%	0%	-20%	7%	79	u
> CCCCCC(=O)Nc1cccc(C2=NOC3(C2)C[C@H](C(N)=O)N(C(=O)CCCCC)C3)c1 (some centres undefined)
 : 0%	0%	-3%	-9%	33	u
> CCOc1ccc(NS(=O)(=O)c2ccc(C(=O)N3CCCC3)cc2)cc1
 : x	-17%	-14%	-8%	3	u
> COc1ccc(CCNC(=O)CSc2nc3[nH]ncc3c(=O)n2-c2ccccc2Br)cc1OC
 : -3%	-3%	-1%	9%	-18	u
> Cc1cc(C)n(CC(=O)Nc2ccc([N+](=O)[O-])cc2)n1
 : 3%	-6%	-7%	0%	-4	16%
> Cc1ccc(C)c(NC(=O)C2Cc3ccccc3CN2C(=O)OCc2ccccc2)c1 (centres undefined)
 : 1%	6%	21%	1%	-13	10µM*
> C/C(CCc1ccc2c(c1)OCO2)=N\N=C1\NC(=O)CC(C(=O)Nc2ccc(C(=O)O)cc2)S1 (centres undefined)
 : x	x	112%[activator]	x	-19	-4%
> CCc1cccc(C)c1NC(=O)CN(C)S(=O)(=O)c1ccc(-c2ccc(=O)[nH]n2)s1
 : 6%	-8%	6%	-3%	16	-1%
> CN(CC(=O)Nc1ccc(N2CCOCC2)cc1)Cc1cc(=O)n2ccsc2n1
 : -19%	-10%	32%[activator]	-6%	-28	5%
> CCOC(=O)/C(C#N)=C/c1ccc(OCC(=O)Nc2ccc(OC)cc2)c(OC)c1
 : -1%	10%	-9%	9%	-16	5%
> CSc1ncccc1C(=O)OCC(=O)NCCC1=CCCCC1
 : x	-3%	-20%	-1%	2	-24%
